# TLR4-MyD88 BLA – blocks binding of human TLR4 to MyD88; O00206+Q99836; inhibition, % at 8.4 µM; HeLa CL3-4 TLR4/MyD88 BLA complementation, FRET ratio; hit rate 0.18% among 200,000; AID 861; in the data active = inhibition above about 25%;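 also: 0% = vehicle and 100% = reference inhibitor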
# Target sequence (O00206 whole entry, looked up): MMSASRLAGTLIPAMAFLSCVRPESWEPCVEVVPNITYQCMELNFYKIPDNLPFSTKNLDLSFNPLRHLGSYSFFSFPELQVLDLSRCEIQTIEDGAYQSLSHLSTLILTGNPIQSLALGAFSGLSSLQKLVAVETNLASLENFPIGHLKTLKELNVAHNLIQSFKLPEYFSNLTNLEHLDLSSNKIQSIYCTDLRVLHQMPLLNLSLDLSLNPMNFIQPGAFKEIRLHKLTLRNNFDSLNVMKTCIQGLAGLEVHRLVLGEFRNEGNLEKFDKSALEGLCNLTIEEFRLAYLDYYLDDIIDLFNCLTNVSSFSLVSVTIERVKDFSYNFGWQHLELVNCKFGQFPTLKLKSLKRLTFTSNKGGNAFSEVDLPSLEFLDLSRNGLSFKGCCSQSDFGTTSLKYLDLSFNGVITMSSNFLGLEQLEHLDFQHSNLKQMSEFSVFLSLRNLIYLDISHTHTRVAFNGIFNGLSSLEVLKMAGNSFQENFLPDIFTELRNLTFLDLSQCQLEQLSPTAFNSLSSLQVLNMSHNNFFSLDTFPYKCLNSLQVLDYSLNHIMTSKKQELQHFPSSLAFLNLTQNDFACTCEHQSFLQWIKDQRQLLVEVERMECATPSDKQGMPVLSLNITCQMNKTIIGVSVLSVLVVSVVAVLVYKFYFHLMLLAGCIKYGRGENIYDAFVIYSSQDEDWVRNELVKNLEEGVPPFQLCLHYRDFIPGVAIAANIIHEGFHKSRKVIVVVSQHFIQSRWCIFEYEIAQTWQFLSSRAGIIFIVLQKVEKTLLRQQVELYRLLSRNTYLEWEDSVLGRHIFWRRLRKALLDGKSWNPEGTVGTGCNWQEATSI
# Target sequence (Q99836 whole entry, looked up): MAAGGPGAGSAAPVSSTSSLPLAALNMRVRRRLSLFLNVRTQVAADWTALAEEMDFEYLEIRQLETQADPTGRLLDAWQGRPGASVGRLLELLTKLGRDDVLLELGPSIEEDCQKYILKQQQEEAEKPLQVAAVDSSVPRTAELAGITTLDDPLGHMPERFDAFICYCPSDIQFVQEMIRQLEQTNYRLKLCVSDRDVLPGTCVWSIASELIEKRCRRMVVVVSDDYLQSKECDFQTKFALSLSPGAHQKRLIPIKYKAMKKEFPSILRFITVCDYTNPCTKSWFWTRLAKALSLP
# APP 5UTR inh – APP translation inhibition; AID 1285; inhibition, % at 2 µM; hit rate 0.82% among 190,000; SH-SY5Y APP 5'UTR-luciferase reporter, luminescence;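 active = inhibition above a set limit, derived from the sample mean plus 3 SD, cut at about 45% in these data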; also: values of inactives mirror those of a sister screen read the other way
# STAT3 inh – reduces IL-6 driven STAT3 reporter signal; U3A cells, IL-6 STAT3-luciferase reporter, luminescence; host cell line lacks STAT1; inhibition, % at 5.5 µM; hit rate 0.89% among 190,000;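 active = inhibition above the mean inhibition across all screened compounds plus 3 SD, cut at about 44% in these data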;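 also: 0% = DMSO only wells and 100% = 100 µM nifuroxazide control wells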
# Diaph act CS – activates diaphorase or chemically reduces, flagging diaphorase assay artifacts. Diaphorase/resazurin coupled assay, resorufin fluorescence, 16 min; stronger effect = higher value; 1 = vehicle wells, 0 = NADH-free wells. hit rate 0.005% among 190,000. AID 1229. activation factor at 20 µM;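 active = diaphorase activity raised at least twofold by the compound at 20 µM; inactive = activation factor below 2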
#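 Measured by – red resorufin fluorescence at 544/590 nm excitation/emission · Test system – Clostridium kluyveri diaphorase, purified enzyme · Incubation – reaction time 16 min, room temperature · Buffer or medium – 50 mM HEPES pH 7.4 with 4.542 mM MgCl2, 0.005% Tween 20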
# G6PDH CS – counter-screen for G6PDH assay hits: L. mesenteroides G6PDH inhibition. Purified L. mesenteroides G6PDH, diaphorase/resazurin coupled fluorescence, 45 min. inhibition, % at 5 µM. hit rate 0.12% among 200,000; in the data active = inhibition above about 50%
# Hsp70 act – transcriptional activators of Hsp70. HeLa Hsp70 promoter luciferase reporter, luminescence; scaled: vehicle 0, proteasome-inhibitor control 100%. activation, % at 10 µM. hit rate 0.04% among 200,000;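 active = activation above the mean across all tested compounds plus 3 SD, cutoff set per campaign, cut at about 5.5% in these data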;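 also: 100% = MG132 at 30 µM as the positive control and 0% = DMSO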
# STAT3 activator – increases IL-6 driven STAT3 reporter signal; U3A cells, IL-6 STAT3-luciferase reporter, luminescence; 100% = signal with IL-6 EC80 alone; activation (% of control), % at 5.6 µM; hit rate 0.91% among 190,000;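 active = activation above the screen-wide mean of compound activation plus 3 SD, cut at about 130% in these data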;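 also: 0% = background luminescence of wells with medium and substrate only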
#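 Assay system – human STAT1-deficient U3A cells with stable STAT3-luciferase reporter · Also added – IL-6 (33 ng/mL) · Schedule – compound 1 h, then IL-6 6 h at 37 °C · Technique – reporter luminescence signal · Evaluation – % activation versus median of IL-6-stimulated wells · Benchmarks – IL-6-only wells as 100% reference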
# Diaphorase inh – inhibits diaphorase or chemically oxidizes, flagging diaphorase assay artifacts. diaphorase resazurin-to-resorufin fluorescence, NADH, 16 min; bacterial (C. kluyveri) enzyme, not human. inhibition, % at 20 µM. hit rate 0.69% among 190,000;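 active = primary screen inhibition at 20 µM above a set limit, cut at about 50% in these data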;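 also: plate controls were DMSO with full reaction for no effect and wells lacking NADH for full effect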
#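 material = Clostridium kluyveri diaphorase enzyme | amount = 0.14 U/mL diaphorase, enzyme working solution | schedule = incubation 16 min, room temperature | detection = fluorescence of resorufin formed from resazurin, Ex 544/Em 590 nm | benchmarks = positive control minus NADH, DMSO neutral control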
# STAT1 act – activators of IFN-gamma induced STAT1 signaling | hit rate 2.6% among 200,000 | activation (% of control), % at 5.5 µM | NIH 3T3 STAT1-luciferase reporter, luminescence; 100% = IFN-gamma alone, no compound;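 active = activation above the screen-wide mean activation plus 3 SD, cut at about 130% in these data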;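 also: raw ratio to IFN-gamma control signal so 100% means no change and 0% no light; values of inactives mirror those of a sister screen read the other way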
# STAT1 inh – STAT1 signaling inhibition | NIH 3T3 STAT1-luciferase reporter, IFN-gamma, luminescence | inhibition, % at 5.5 µM | hit rate 0.35% among 200,000 | AID 920;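 active = inhibition above a set limit, the mean inhibition across all tested compounds plus 3 SD, cut at about 34% in these data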;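 also: 0% = IFN-gamma with DMSO and 100% = IFN-gamma with 300 µM nifuroxazide; values of inactives mirror those of a sister screen read the other way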
# Starred values were filed as active, the others as inactive; / = no result given. Outcome played no part in choosing rows; 6.1% or so of the library scored in one or more.
# Second line of a record – TLR4-MyD88 BLA	APP 5UTR inh	STAT3 inh	Diaph act CS	G6PDH CS	Hsp70 act	STAT3 activator	Diaphorase inh	STAT1 act	STAT1 inh
- COCCCN1C(=O)C(O)=C(C(C)=O)C1c1ccccn1 (centres undefined)
    -1	14	13	0.8	-14	-0.1	93	22	96	5
- COc1ccc(CCNC(=O)CCCOc2cc(=O)n(C)c3ccccc23)cc1OC
    3	0	7	0.9	2	-0.1	97	11	92	7
- O=C(O)c1cn(-c2ccc(F)c(F)c2)c2c(F)c(F)c(F)c(F)c2c1=O
    -2	-3	15	0.9	4	-0.4	93	10	87	14
- COc1ccc(Cl)cc1NC(=S)N(CCN1CCOCC1)C1CCN(C(C)=O)CC1
    5	10	1	1	9	-0.4	101	1	106	-7
- CCOc1ccccc1C(=O)N1CCOCC1
    5	-24	3	0.8	6	-0.1	101	19	98	2
- CCN(CC)CCOc1ccc2c(c1)C(=NNC(=O)c1ccccn1)c1cc(OCCN(CC)CC)ccc1-2
    2	41	-8	1.3	-40	0.2	105	-29	102	-3
- N#Cc1ccccc1NC(=O)CSc1nnc(-c2ccncc2)o1
    -12	12	0	1.2	13	0.0	103	-19	94	5
- Cc1nc(CCN2C(=O)c3ccccc3C2=O)cs1
    -8	6	23	1	-4	-0.4	89	4	103	-4
- O=C(CNC(=O)c1ccccc1)NC1(C(=O)NC2CCCCC2)CCCCC1
    -7	-11	2	1	-2	-0.1	98	3	95	6
- O=C(NCc1cccnc1)NC1(C(F)(F)F)Oc2ccccc2O1
    -16	15	6	0.9	7	0.0	97	13	103	-3
- O=C(Nc1ccc(NC(=O)c2cccs2)cc1)c1ccco1
    -7	-38	7	0.9	3	-0.4	95	14	115	-16
- O=C(Cn1nnc(-c2ccccc2-n2cnnn2)n1)N1CCCCC1
    1	-2	6	0.8	-5	-0.1	100	19	97	3
- COc1ccc(/C=N/OCC(=O)N2CCCC2)c(OC)c1
    -3	15	-4	0.9	4	-0.3	110	11	105	-5
- COc1cc(S(=O)(=O)N2CCCCCC2)ccc1Cl
    -1	3	-8	0.8	5	-0.3	110	15	98	2
- COc1cccc(CNC(=O)CCC2CCCN(C(=O)c3cccc(Cl)c3)C2)c1 (centres undefined)
    -9	-15	8	0.8	12	-0.2	97	24	90	9
- O=C(CCCC(=O)OCC(=O)c1ccc(F)cc1)Nc1cc(C(F)(F)F)ccc1Cl
    4	0	-10	0.9	5	0.4	114	10	96	4
- Cc1cc(C)cc(NC(=O)c2cc(Cl)sc2Cl)c1
    1	5	-1	0.8	0	-0.3	97	24	105	-5
- Cc1ccc(N2C(=O)CSC2c2cccs2)cc1 (centres undefined)
    1	-4	1	0.7	6	-0.1	104	30	99	1
- OCCC1CN(Cc2ccccc2-c2ccco2)CCN1C1CCCC1 (centres undefined)
    -15	4	9	0.8	20	0.2	102	16	95	4
- COc1ccc(C(=O)NCCSC2CCCCC2)cc1
    8	-24	-6	0.9	-5	-0.3	104	12	123	-26
- COC(=O)c1ccccc1OS(=O)(=O)N(C)C
    11	-2	0	1.2	9	0.0	106	-15	100	-1
- CC/C(=C\C(=O)c1cccnc1)Nc1ccc(C)c(C)c1
    6	7	20	0.8	9	-0.3	90	21	91	10
- Cc1ccc(S(=O)(=O)N2CCCC2C(=O)Nc2ccc(O)cc2)cc1 (centres undefined)
    5	-12	-2	1	-5	-0.5	102	3	96	5
- NC(=O)c1c(N)sc2c1CCC2
    0	-10	16	0.9	-1	-0.2	90	9	90	9
- O=C(Cc1cccs1)N1CCN(c2nc(-c3ccc(Cl)cc3)cs2)CC1
    -5	0	17	0.7	4	0.0	87	34	102	-2
- Cc1ccc(/C=C/C2=NN(Cc3ccc(Cl)c(Cl)c3)C(=O)CC2)cc1
    0	/	6	0.9	3	-0.3	100	6	87	14
- Cc1ccc2cc(CN(C(=O)c3ccco3)c3ccccc3C)c(=O)[nH]c2c1
    2	-6	4	0.9	3	-0.3	101	9	104	-5
- Cc1csc(NC(=O)c2ccc(OCC3CCCO3)cc2)n1 (centres undefined)
    -11	-160	61*	1	-6	-0.3	51	3	44	60*
- Cc1cc(C)c2c(n1)sc1c(=O)n(Cc3ccccc3Cl)nnc12
    -3	-10	-4	0.9	1	-0.4	104	12	100	5
- CCO[C@@H]1OC(C(=O)N2CCOCC2)=C[C@H](C2CCCCC2)[C@H]1CCCO
    8	-13	/	1	5	0.1	/	0	102	-1
- Cn1c(CN2CCCCC2)nc2cc(NC(=O)c3ccc(Cl)cc3)ccc21
    6	-18	70*	0.9	3	-0.1	47	8	111	-12
- CCNC(=S)N/N=C/c1ccc(OCC(=O)Nc2ccc(OC)cc2)c(OC)c1
    6	0	2	1	-2	-0.2	100	4	96	4
- CSc1nc(NC(C)(C)C)nc(Oc2ccc(=O)[nH]n2)n1
    -3	9	0	0.9	5	0.1	102	14	101	-1
- CCOC(=O)CC1=NN(c2ccccc2)C(=O)/C1=C\c1ccc(N(C)C)cc1
    -9	-5	-13	0.8	-14	-0.3	108	24	100	0
- Cn1c(Cn2cnc([N+](=O)[O-])n2)nnc1SCC(=O)Nc1ccc(Br)cc1
    -7	-6	-14	0.9	0	-0.2	112	14	110	-12
- Cc1ccc(S(=O)(=O)N2CCCC(NC(=O)N3CCN(c4ccccc4)CC3)C2)cc1 (centres undefined)
    -5	3	8	0.9	5	-0.3	96	11	110	-11
- CCCSc1nc2sc3c(c2c(=O)[nH]1)CCN(Cc1ccccc1)C3
    -3	-5	-3	0.5	-44	-0.1	102	54*	101	-1
- CCCCCC(=O)NNC(=S)NC(C)=O
    -14	8	11	0.8	-1	0.1	97	23	100	-2
- NC(=S)N/N=C/c1ccc(-c2cccc([N+](=O)[O-])c2)o1
    -7	3	20	1	6	-0.1	89	-2	104	-5
- CC(=O)OC(C(=O)NC1CCCCC1)c1ccc(C)cc1 (centres undefined)
    -11	8	5	0.9	-2	-0.2	101	13	95	6
- COc1ccc(Sc2nc(-c3ccccn3)ncc2OC)cc1
    7	14	37	1.2	17	0.0	73	-20	94	5
- COC(=O)c1ccc2nc(-c3cccc(N)c3)cn2c1
    -7	-56	74*	1	10	-0.3	37	-1	44	60*
- COc1ccc2c(c1)O/C(=C\c1sccc1C)C2=O
    2	-55	-7	0.9	-58	-0.2	108	14	120	-23
- CC(C)(C)NC(=O)C(c1cccs1)N(C(=O)C(=O)NC1CCCC1)c1ccccc1F (centres undefined)
    9	9	2	0.9	11	-0.1	102	7	102	-4
- Cc1ccc(-c2nc(NC(=O)CSc3cc(C)c4ccccc4n3)ns2)cc1
    12	-6	2	0.3	4	0.0	98	66*	93	8
- Cc1ccc(C(C)n2cc(C(=O)NCc3ccccn3)nn2)cc1 (centres undefined)
    -10	-4	7	1.1	3	-0.2	102	-5	102	-2
- COc1cc(NS(=O)(=O)c2ccc(NC(=O)COc3ccccc3C)cc2)nc(OC)n1
    -7	1	0	0.7	3	-0.5	103	35	107	-8
- Clc1ccc2[nH]c(-c3ccccc3)cc2c1
    0	-119	8	0.7	12	-0.1	98	28	138*	-42
- COc1ccc(-n2nnnc2SCC(=O)c2ccc(OC)c(OC)c2)cc1
    16	-2	13	0.7	2	-0.2	95	26	101	-1
- CN(C)c1ccc(S(=O)(=O)N(C)C)cc1[N+](=O)[O-]
    -15	-2	-3	1	16	-0.3	104	2	104	-5
- CCN(CC)P1(=O)OC(c2cc(OC)c(OC)c(OC)c2)=Nc2c1c(C)nn2-c1ccccc1 (centres undefined)
    5	6	-7	0.8	12	-0.5	110	16	95	5
- CC(=O)C1=C(O)C(=O)N(CCC(=O)O)C1c1ccccc1[N+](=O)[O-] (centres undefined)
    -15	-6	3	1	10	0.1	105	-2	96	2
- CC(=O)OC1=Cc2c(ccc3ccc(=O)oc23)OC1(C)C
    2	4	18	0.9	-5	-0.5	89	11	103	-3
- COc1ccc(NC(=O)c2cccs2)cc1OC
    6	2	-5	0.9	-2	0.0	107	9	107	-8
- Cc1ccc(C)c(NC(=S)N2CCC(N(C)CC3CCCO3)CC2)c1 (centres undefined)
    7	-11	13	1.1	-5	-0.2	89	-7	98	2
- S=C1SCN(Cc2cccnc2)CN1Cc1ccccc1
    6	12	8	1.1	11	0.0	100	-8	95	6
- c1ccc(-c2ccc(-n3ccnc3)cc2)cc1
    -3	-38	9	0.9	1	1.1	95	7	122	-24
- CCC(C)c1ccc(NC(=O)COC(=O)C2=COCCO2)cc1 (centres undefined)
    -8	-4	-5	1	15	0.1	104	3	110	-11
- Cc1ccccc1C(=O)c1c[nH]c(C(N)=O)c1
    3	-20	6	0.8	-2	0.2	100	18	106	-7
- Cc1ccccc1OCCn1cc(C(=O)C(=O)N2CCOCC2)c2ccccc21
    -14	-9	-11	0.8	5	0.0	110	24	103	-6

# Next section:
# Second line of a record – TLR4-MyD88 BLA	APP 5UTR inh	STAT3 inh	Diaph act CS	G6PDH CS	Hsp70 act	STAT3 activator	Diaphorase inh	STAT1 act	STAT1 inh
- COc1ccc(-c2nc3ccccc3c(=O)n2N)cc1
    11	-1	-6	0.9	5	-0.3	111	12	100	0
- CNC(=O)c1sc(-c2ccccc2)nc1C
    -5	-19	14	1	2	0.7	93	3	110	-11
- CC(C)NC(=O)Cn1c(=O)cnc2ccccc21
    -5	4	-3	0.9	12	-0.3	106	5	102	-3
- Cc1ccc(C(=O)N/C(=C/c2ccc(-c3cccc([N+](=O)[O-])c3)o2)C(=O)NC(C)(C)C)cc1
    2	-16	22	0.8	10	-0.1	81	16	88	13
- CCOC(=O)C1CCN(C(=O)c2ccc(Cl)c(S(=O)(=O)N3CCOCC3)c2)CC1
    -4	0	6	0.8	6	-0.1	98	16	99	2
- O=c1oc2ccc3ccccc3c2cc1-c1nnc(-c2cccs2)o1
    -1	3	-6	0.8	-26	-0.1	103	25	125	-24
- CC(C)Oc1ccc2ccccc2c1C=O
    10	-6	7	0.9	5	0.0	100	13	87	15
- COCCn1c(CN2CCN(c3ccccc3)CC2)nc2c1c(=O)n(C)c(=O)n2C
    4	-21	19	/	/	-0.2	87	/	84	18
- Cc1ccc(OCC(=O)N/N=C\c2c(C)n(C)c3ccccc23)c([N+](=O)[O-])c1
    8	3	14	0.9	4	-0.2	94	10	102	-2
- CCc1nc2ccccc2n1Cc1ccc(OC)c(OC)c1
    -3	0	-3	0.8	6	-0.4	102	16	86	16

# Screening results (PubChem BioAssay)
